High-throughput results: PubChem, The Scripps Research Institute Molecular Screening Center
M5 antag: CHRM5 antagonism in calcium assay. P08912. CHO-hM5 cells, Fluo-8 calcium fluorescence, ACh EC80. inhibition, % at 3 µM. 360,000 compounds, 0.59% hits;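 active = inhibition above a per-plate cutoff, the mean of that plate's test compounds plus 3 SD, cut at about 27% in these data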;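 note: 0% = acetylcholine EC80 with DMSO and 100% = DMSO without agonist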
M1 ag: agonists of human M1 muscarinic receptor | P11229 | activation, % at 3 µM | CHO-K1 hM1, Fluo-8 calcium fluorescence, agonist mode; 0% DMSO, 100% acetylcholine EC100 | AID 588814 | 360,000 compounds, 0.33% hits;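 active = activation above the run's mean compound activation plus 3 SD, cut at about 16% in these data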;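 note: peak over basal fluorescence ratio within a 140 s kinetic read after compound addition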
TAAR1 ag: human TAAR1 agonism; CHO RD-HGA16 TAAR1, Fluo-8 calcium fluorescence; vehicle wells 0%, saturating PEA agonist 100%; activation, % at 3 µM; Q96RJ0; AID 624467; 360,000 compounds, 0.99% hits;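 active = activation above the mean activation of all test compounds in the run plus 3 SD, cut at about 38% in these data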
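Benchmarks: low control DMSO, high control PEA (EC100); System: CHO RD-HGA16 cells carrying human TAAR1 plus Gα16; Detection: Fluo-8 fluorescence, 5 s baseline then 140 s kinetic read; Schedule: 17-24 h plating, Fluo-8 75 min 37 °C, 30 min RT; Read-out basis: % activation from peak over basal fluorescence ratio, DMSO-to-PEA scaled.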
CHRM5 PAM: CHRM5 positive allosteric modulation; CHO-K1 hM5, Fluo-8 calcium, ACh EC20 PAM; 0% = ACh EC20, 100% = ACh EC100; activation, % at 3 µM; P08912; AID 624038; 360,000 compounds, 0.3% hits;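 active = activation above the run cutoff, the mean activation of all test compounds plus 3 SD, cut at about 18% in these data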
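Probe or stimulus: acetylcholine, EC20 level; Assay system: human M5 receptor in CHO-K1 cells; Schedule: compound preincubation 140 s before EC20 acetylcholine addition; Technique: intracellular calcium via Fluo-8 fluorescence; Dosing: single-point, 3 µM nominal; Read-out basis: percent activation from peak-over-basal fluorescence ratio, scaled EC20-to-EC100 acetylcholine; Repeats: one well per compound, no replicates.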
CHRM4 antagonist: antagonists of human muscarinic M4 receptor (CHRM4); CHO-hM4 cells, ACh EC80, Fluo-8 calcium fluorescence; inhibition, % at 3 µM; 360,000 compounds, 0.73% hits;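 active = inhibition above its plate's cutoff, the mean inhibition of sample wells plus 3 SD, cut at about 27% in these data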;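 note: 0% = acetylcholine EC80 with DMSO and 100% = DMSO without agonist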
Target sequence (P08173 whole entry, looked up): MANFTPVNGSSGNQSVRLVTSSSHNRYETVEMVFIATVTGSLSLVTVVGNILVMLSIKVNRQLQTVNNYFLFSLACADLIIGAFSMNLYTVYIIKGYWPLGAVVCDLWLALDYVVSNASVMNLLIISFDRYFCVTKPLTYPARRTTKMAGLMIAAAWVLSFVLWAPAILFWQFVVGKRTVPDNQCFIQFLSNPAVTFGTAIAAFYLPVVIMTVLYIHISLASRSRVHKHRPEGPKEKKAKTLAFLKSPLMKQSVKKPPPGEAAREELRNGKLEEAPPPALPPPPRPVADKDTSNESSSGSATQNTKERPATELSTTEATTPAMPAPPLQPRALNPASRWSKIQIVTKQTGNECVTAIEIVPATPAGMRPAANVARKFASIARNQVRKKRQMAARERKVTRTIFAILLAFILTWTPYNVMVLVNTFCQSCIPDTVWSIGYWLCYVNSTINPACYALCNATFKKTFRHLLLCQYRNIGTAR
M4 ag: agonists of human muscarinic M4 receptor (CHRM4); P08173; CHO-K1 hM4/Gqi5, Fluo-8 calcium fluorescence; vehicle 0%, full acetylcholine response 100%; activation, % at 3 µM; 360,000 compounds, 0.14% hits; AID 624127;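 active = activation above the run mean over all test wells plus 3 SD, cut at about 32% in these data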;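 note: peak over basal fluorescence ratio per well then scaled between controls; 0% = DMSO wells and 100% = acetylcholine at EC100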
M5 ag: CHRM5 agonism in calcium assay; CHO-K1 hM5 cells, Fluo-8 calcium fluorescence; 0% DMSO wells, 100% maximal acetylcholine response; activation, % at 3 µM; 360,000 compounds, 0.19% hits; AID 624037;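 active = activation above the run's mean over test compounds plus 3 SD, cut at about 23% in these data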;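 note: signal is peak over basal fluorescence ratio across the kinetic read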
CHRM1 PAM: human CHRM1 positive allosteric modulation; CHO-K1 hM1, Fluo-8 calcium fluorescence, ACh EC20; 0% = ACh EC20, 100% = maximal ACh; activation, % at 3 µM; 360,000 compounds, 0.088% hits; in the data active = activation above about 19%, passing the limit was not always enough
CHRM1 antagonist: blocks human M1 muscarinic receptor; P11229; CHO-K1 hM1, Fluo-8 calcium fluorescence, ACh EC80 antagonist; inhibition, % at 3 µM; 360,000 compounds, 1.3% hits; AID 588852;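 active = percent inhibition above its own plate's cutoff, namely the mean of that plate's compound wells plus 3 SD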;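 note: peak over basal fluorescence ratio during 140 s after agonist addition; 0% = ACh EC80 plus DMSO and 100% = DMSO alone without agonist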
* marks the source's active call; other numbers are inactive results; . = no result given.

SMILES	M5 antag	M1 ag	TAAR1 ag	CHRM5 PAM	CHRM4 antagonist	M4 ag	M5 ag	CHRM1 PAM	CHRM1 antagonist
CCc1cc(=O)oc2cc(OC(C)C(=O)N3CC[C@@]4(O)CCCC[C@H]4C3)ccc12 (stereo partly specified)	2	-5	1	1	-8	1	1	1	1
CC(=O)c1ccc(NS(=O)(=O)c2ccc([N+](=O)[O-])cc2)cc1	18	1	3	-2	-7	2	2	3	-7
Cc1ccc(NC(=O)CC2Oc3ccc(C)cc3NC2=O)c(C)c1 (stereo unspecified)	2	-3	-3	-4	-4	1	1	4	-9
O=S(=O)(NC(=NCc1ccccc1)c1ccccc1F)c1ccccc1	8	-3	2	1	2	1	-3	12	-6
O=C(CN1CCN(S(=O)(=O)c2ccc(F)cc2)CC1)Nc1ccc2c(c1)OCCO2	7	1	15	-9	1	1	-3	2	-34
O=C(Cc1ccc(Cl)cc1)Nc1ccc2c(c1)C(=O)NC2=O	18	0	13	-12	-1	13	1	-8	7
CN(CC(=O)Nc1cccc2ccccc12)C(=O)c1ccc(F)cc1F	9	-3	0	0	-12	3	0	6	-4
O=C(CCS(=O)(=O)Cc1ccc(Cl)cc1)NCCc1ccccc1	-4	-2	0	9	7	0	1	3	1
CCc1ccccc1NC(=O)CN1CCN(C(=O)C(C)NC(=O)c2ccc(Cl)cc2)CC1 (stereo unspecified)	6	-3	2	-1	-6	4	0	6	-3
Cc1nc(-c2ccc(S(=O)(=O)N3CCN(Cc4ccccc4)CC3)s2)cs1	4	-1	-3	-12	12	7	0	-11	21
COc1ccccc1NC(=O)COC(=O)/C=C/c1cccs1	9	-4	16	-9	2	3	0	0	-4
CCc1cccc(NC(=O)Cn2cc3c(n2)CCCC3)c1	3	2	-1	-2	-7	1	-1	7	-10
Cc1cccnc1NC(=O)COc1ccc2c(c1)CCC2	6	-2	0	-5	0	5	-2	6	-6
Cc1ccc2cccnc2c1NC(=S)NC(=O)c1ccccc1	2	-2	1	-6	-13	2	-3	-3	-2
CC1(C)C(c2ccccn2)=[N+]([O-])C(C)(C)N1O	4	-4	1	-1	-2	0	2	-2	8
O=C(NC1CC1)C1=C[C@@H](c2ccc3c(c2)OCO3)C[C@@H](OCCCCO)O1	5	-6	1	9	2	2	0	2	5
CCOC(=O)Cc1csc(NC(=O)CCN2C(=O)c3ccccc3C2=O)n1	-2	-1	9	5	9	2	2	5	-6
CN(CC(=O)NCCc1ccccc1)S(=O)(=O)c1ccccc1	-9	0	5	5	-3	2	-1	7	-8
CN(Cc1ccc(Cl)cc1)C(=O)COC(=O)c1ccc(-c2ccc(O)cc2)cc1	-3	-2	1	1	-6	2	4	3	-1
COC(=O)c1ccccc1NC(=O)Cn1cnc2c1c(=O)n(C)c(=O)n2C	0	-1	3	8	0	1	-3	1	1
Cc1ccccc1OCC(O)CN1CCN(CC(O)COc2ccccc2C)C(C)C1 (stereo unspecified)	-5	-5	10	-2	-12	7	-4	12	-27
COc1cccc(COC(=O)C2CCN(C(=O)c3ccc(F)cc3)CC2)c1OC	6	3	7	-8	-2	13	7	-2	-2
COc1ccc(-c2nnc3sc(C(C)N4C(=O)c5ccccc5C4=O)nn23)cc1 (stereo unspecified)	6	-4	0	-8	3	3	4	5	-14
Cc1nnsc1NC(=O)OCc1ccc(Cl)cc1Cl	8	1	18	-13	9	12	4	-6	16
COc1ccc(C(=O)NC(=S)N2CCCC2)cc1	6	0	1	5	-1	2	-3	8	-14
COC(=O)c1c(NC(=O)Cn2cnc([N+](=O)[O-])n2)sc2c1CCC(C)C2 (stereo unspecified)	-2	-6	-2	1	-5	0	-1	10	-10
CCOC(=O)CNc1nc2ccccc2n2c(C)nnc12	-3	-6	-1	4	-1	2	1	2	2
CN1C(=O)c2cccc(NC(=O)Cc3ccccc3)c2C1=O	3	-1	-1	-8	-4	3	5	1	-6
CCOC(=O)N1CCC(NC(=O)Cn2cccc2C(=O)c2ccccc2C)CC1	8	-2	6	-14	-8	10	1	-3	14
COc1ccccc1C(=O)OCCN=C1NS(=O)(=O)c2ccccc21	9	4	10	2	1	3	1	16	-8
CN(C)C(=O)c1ccc(NC(=O)COC(=O)/C=C/c2cccs2)cc1	3	9	2	-1	3	2	0	15	5
Cn1c(SCC(=O)NCc2ccc3c(c2)OCO3)nnc1-c1cccs1	-1	-3	2	-2	-4	1	-2	5	-8
CN(Cc1ccccc1)C(=O)CN(Cc1ccccc1)S(C)(=O)=O	-2	-6	1	-8	1	2	-10	-1	0
O=C(NC(=S)Nc1nc2ccccc2s1)c1ccco1	-7	-4	6	1	4	1	2	4	-8
Cc1cc(C)c2c(n1)nn1c(NCCOCCO)cc(C)nc21	11	-3	0	2	7	0	0	1	6
CCN1CCN(C(=O)CSc2nc3c(c(=O)n(C)c(=O)n3C)n2C)CC1	1	-9	6	-2	-4	0	-3	-1	14
CCOc1ccccc1CNC(=O)CCCn1ccc2cc(S(=O)(=O)N3CCCC3)ccc21	-8	-2	0	3	1	10	-3	-2	4
CCOC(=O)N1CCN(c2c(NCCCN(CC)Cc3ccccc3)c(=O)c2=O)CC1	3	-14	11	-5	-5	-1	-2	20	-25
CCCCCCN1C=CC(=C2C(=O)c3ccccc3C2=O)C=C1	11	-4	15	-1	9	1	-2	12	-11
Cc1cc(C)c(NC(=O)CSc2ccc3nnc(CCNC(=O)c4ccccc4)n3n2)c(C)c1	-6	-7	3	-1	-8	1	-1	5	-2
CC(NC(=O)CNC(=O)C1CCCCC1)c1cccc(Cl)c1 (stereo unspecified)	-8	-5	0	11	2	1	-1	4	3
O=C(c1cccc(Br)c1)N1CCCC1	-2	-4	5	1	0	2	-1	-1	-1
Cc1csc(NC(=O)CCN2C(=O)c3ccccc3S2(=O)=O)n1	6	-3	6	-1	-8	2	1	6	-2
FC(F)(F)c1cccnc1N1CCN(c2ncnc3nc[nH]c23)CC1	3	2	6	-4	-4	2	2	-4	-3
COc1ccccc1CNC(=O)c1cc2sccc2n1C	2	-3	.	3	-3	2	-1	4	-9
COc1ccc2c(c1)CO[C@]21O[C@H](CCO)C[C@H](O)[C@H]1O	-5	0	2	2	-11	0	3	7	-11
O=C1N/C(=N\S(=O)(=O)Cc2ccccc2)S/C1=C/c1cc([N+](=O)[O-])ccc1O	40*	29*	57*	-38	19	50*	89*	-9	37*
Cc1nn(C)cc1CNCc1ccc(OCC(O)CN(C)Cc2ccccc2)cc1 (stereo unspecified)	-7	-12	1	3	-8	3	-2	-4	-4
C=CCCC(=O)N1CCC(CCC(=O)NC2CC2)CC1	-5	-2	0	5	-1	0	0	9	-14
OC[C@@H]1CN(Cc2cccc(C(F)(F)F)c2)C[C@H](n2cnc3c(NCc4ccncc4)ncnc32)O1	-2	-2	2	-1	3	2	3	-8	10

An excerpt; rates above refer to the full screens.
